Screening results deposited in PubChem BioAssay by The Scripps Research Institute Molecular Screening Center.
ULK1 inh: inhibitors of human ULK1 kinase; inhibition, % at 5.96 µM; AlphaScreen Atg13 phosphorylation by ULK1, luminescence; actives 1.9% (n = 30,000); O75385; AID 1259251; in the data active = inhibition above about 43%;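 also: 0% = median of compound wells and 100% = no enzyme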
Target sequence (O75385 whole entry, looked up): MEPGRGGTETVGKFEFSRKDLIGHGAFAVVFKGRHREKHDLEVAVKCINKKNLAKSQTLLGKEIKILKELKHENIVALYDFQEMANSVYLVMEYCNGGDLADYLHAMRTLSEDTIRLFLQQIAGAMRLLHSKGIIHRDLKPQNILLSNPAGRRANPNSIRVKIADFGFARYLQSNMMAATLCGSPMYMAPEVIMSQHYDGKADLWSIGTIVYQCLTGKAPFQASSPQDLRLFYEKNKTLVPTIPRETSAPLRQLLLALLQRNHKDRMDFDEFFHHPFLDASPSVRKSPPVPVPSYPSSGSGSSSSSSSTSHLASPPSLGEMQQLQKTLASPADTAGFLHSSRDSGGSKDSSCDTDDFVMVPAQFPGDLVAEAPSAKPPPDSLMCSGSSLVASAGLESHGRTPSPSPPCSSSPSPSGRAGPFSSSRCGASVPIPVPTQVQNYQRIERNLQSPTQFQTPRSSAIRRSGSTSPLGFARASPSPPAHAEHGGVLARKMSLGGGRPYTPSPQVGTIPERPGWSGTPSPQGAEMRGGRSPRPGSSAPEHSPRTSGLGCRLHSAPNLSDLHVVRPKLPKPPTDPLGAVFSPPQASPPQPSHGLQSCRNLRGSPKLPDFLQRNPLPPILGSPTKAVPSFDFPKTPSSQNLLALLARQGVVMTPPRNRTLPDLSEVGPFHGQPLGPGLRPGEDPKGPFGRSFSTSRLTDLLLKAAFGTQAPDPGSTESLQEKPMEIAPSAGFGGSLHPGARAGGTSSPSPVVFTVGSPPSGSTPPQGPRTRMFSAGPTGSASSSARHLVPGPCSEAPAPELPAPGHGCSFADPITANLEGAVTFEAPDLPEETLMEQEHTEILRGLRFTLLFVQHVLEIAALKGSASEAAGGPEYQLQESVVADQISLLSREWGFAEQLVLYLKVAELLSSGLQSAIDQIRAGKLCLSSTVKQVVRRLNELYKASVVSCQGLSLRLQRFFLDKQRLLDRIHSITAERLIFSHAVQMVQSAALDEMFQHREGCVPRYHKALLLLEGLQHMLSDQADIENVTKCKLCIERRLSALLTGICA
ASK1 inh: human ASK1 kinase inhibition, primary screen | Q99683 | AlphaScreen MKK6 phosphorylation by ASK1, luminescence | inhibition, % at 7.44 µM | actives 0.99% (n = 22,000) | AID 1159602; in the data active = inhibition above about 35%;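 also: 0% = median of compound wells and 100% = no enzyme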
* hit, by the source's call; & = joins results of further samples.

Screening C[N+]1(C)CCCC(OC(=O)C(O)(c2ccccc2)c2ccccc2)C1 (stereo unspecified) returned ULK1 inh 4.
`Nc1nc(N2CCCC2CO)nc2c1ncn2-c1ccsc1` (stereo unspecified) gave ULK1 inh 19 and ASK1 inh 5.
CC(=O)Nc1ccc(NC(=O)c2ccc(-c3ccc(C(N)=O)cc3)s2)cc1 was read as ULK1 inh -6 and ASK1 inh 2.
COc1ccc(-c2ncc(C(=O)NCCN3CCOCC3)s2)cn1 was read as ULK1 inh 5 and ASK1 inh 6.
For CCCNc1nc(N2CCCC(C(=O)N(CC)CC)C2)nc2c1ncn2-c1ccccc1 (stereo unspecified) the results were ULK1 inh 7 and ASK1 inh 1.
For CS(=O)(=O)N(CC(=O)Nc1ccccc1C(F)(F)F)c1cccc2ccccc12 the results were ULK1 inh -3.
`NC(=O)c1ccc(-c2nc3ncnc(NCc4nc5ccccc5[nH]4)c3[nH]2)cc1` gave ULK1 inh 19 and ASK1 inh -1.
Screening O=C(NCc1ccccc1)c1cnc(N2CCC(N3CCOCC3)CC2)s1 returned ULK1 inh 0 and ASK1 inh 3.
For N#CC1(c2ccc(F)cc2)CCC(=O)CC1 the results were ULK1 inh 8.
For CC(C)N(CCNc1nc(-c2cccc(N)c2)nc2c1ncn2C(C)C)C(C)C the results were ULK1 inh 6 and ASK1 inh -3.
NC(=O)c1ccc(-c2nc(NCc3cccnc3)c3ncn(C4CCCCC4)c3n2)cc1 was read as ULK1 inh -6 and ASK1 inh -13.
COc1ccc(-c2cc(NCc3nc4ccccc4[nH]3)nc(N)n2)cn1 was read as ULK1 inh -14 and ASK1 inh -2.
CC(C)N(CCNC(=O)c1cccc(-c2ccc(C(=O)N3CCN(C)CC3)cc2)n1)C(C)C was read as ULK1 inh -21 and ASK1 inh 13.
Screening Nc1nc(NCc2nc3ccccc3[nH]2)cc(-c2cccs2)n1 returned ULK1 inh 1 and ASK1 inh -4.
Screening C=CCN1CCN(c2c(NC(=O)c3ccc(Br)o3)cccc2Nc2ccccc2)CC1 returned ULK1 inh 1 and ASK1 inh 15.

The last two records of the part before lead into the next.
Screening Nc1nc(NCc2nc3ccccc3[nH]2)cc(-c2cccs2)n1 returned ULK1 inh 1 and ASK1 inh -4.
Screening C=CCN1CCN(c2c(NC(=O)c3ccc(Br)o3)cccc2Nc2ccccc2)CC1 returned ULK1 inh 1 and ASK1 inh 15.
Screening FC(F)(F)c1ccc(Cn2cnc3c(NCc4nc5ccccc5[nH]4)nc(N4CCN(Cc5ccc6c(c5)OCO6)CC4)nc32)cc1 returned ULK1 inh -10 and ASK1 inh 14.
COc1ccc(CCNC(=O)c2csc(Nc3cccc(N(C)C)c3)n2)cc1 was read as ULK1 inh 28 and ASK1 inh 7.
Cc1nn(C)c(C)c1-c1cccc(C(=O)NCc2nc3ccccc3[nH]2)c1 was read as ULK1 inh 9 and ASK1 inh -1.
Screening c1cc(-c2ccnc(Nc3ccc(N4CCOCC4)cc3)n2)cc(-c2nn[nH]n2)c1 returned ULK1 inh 3 and ASK1 inh 19.
O=c1/c(=C\c2ccccc2)sc2nnc(-c3ccccc3)n12 was read as ULK1 inh 4.
For CC(C)N(CCNC(=O)c1cccc(-c2ccc(N3CCOCC3)nc2)c1)C(C)C the results were ULK1 inh 5 and ASK1 inh -23.
For COc1ccc(-c2ncc(C)c(NCc3cccc(C(F)(F)F)c3)n2)cn1 the results were ULK1 inh -19 and ASK1 inh -4.
Screening Cc1ccc(-c2cncc(-c3cc(NCCN(C)C)nc(C)n3)c2)cc1 returned ULK1 inh -13.
`O=C(NCc1cccnc1)c1cnc(NC2CCN(Cc3ccccc3)CC2)s1` gave ULK1 inh 6 and ASK1 inh -5.
`Cc1cnc(Nc2nccc3ccccc23)nc1NCCO` gave ULK1 inh 2 and ASK1 inh 7.
`COc1ccc(CCNc2nc(NCc3cccnc3)ncc2C)cc1` gave ULK1 inh 0 and ASK1 inh -3.
For CCOc1ccc(N2CCn3c(SCC(=O)c4ccc(OC)cc4)nnc32)cc1 the results were ULK1 inh 0.
`Cc1cc(NCc2ccccc2)nc(-c2ccc(C(N)=O)cc2)n1` gave ULK1 inh -7 and ASK1 inh 2.
`CCNc1ccc(N2CCC(C(=O)Nc3cc(OC)c(OC)c(OC)c3)CC2)nn1` gave ULK1 inh 6 and ASK1 inh -5.
`CN1CCN(C(=O)c2ccc(-c3nc4ccc(C(N)=O)cc4s3)cc2)CC1` gave ULK1 inh 4 and ASK1 inh -1.
Cc1ncn(-c2ccc(Nc3ncc4cccc(-c5cn[nH]c5C)c4n3)cc2)n1 was read as ULK1 inh 55* and ASK1 inh -21.
For CC(=O)Nc1ccc(-c2cnc3cccc(-c4ccccn4)c3c2)cc1 the results were ULK1 inh 10 and ASK1 inh -5.
COc1ccc(Nc2nc(NCC3CCCO3)c3[nH]cnc3n2)cn1 (stereo unspecified) was read as ULK1 inh 5 and ASK1 inh 7.
`COc1cc(Nc2cc(N3CCc4ccccc4C3)nc(N)n2)cc(OC)c1OC` gave ULK1 inh -1 and ASK1 inh -15.
`CCNc1nc(NCCN(C(C)C)C(C)C)c2ncn(C3CCCCC3)c2n1` gave ULK1 inh 5 and ASK1 inh 0.
Screening NCCC(=O)N1CC(C(=O)Nc2nc3ccc(-c4cn[nH]c4)cc3s2)C(c2ccccc2)C1 (stereo unspecified) returned ULK1 inh -2 and ASK1 inh 5.
c1ccc(-c2cc(N3CCc4ccccc4C3)nc(-c3ccccn3)n2)nc1 was read as ULK1 inh -25.
`OCC/C=C(\c1cccnc1)C(NCc1ccccc1)c1ccccc1` (stereo unspecified) gave ULK1 inh 6 and ASK1 inh 13.
COc1nc(NCCO)nc(-c2ccc(C(N)=O)cc2)n1 was read as ULK1 inh 1 and ASK1 inh 5.
`CN1CCN(C(=O)c2ccc(-c3nc(N)c4ncn(Cc5ccc(C(F)(F)F)cc5)c4n3)cc2)CC1` gave ULK1 inh -7 and ASK1 inh 13.
CCN(CC)C(=O)C1CCCN(c2nccc(NCCN3CCOCC3)n2)C1 (stereo unspecified) was read as ULK1 inh 4 and ASK1 inh -1.
`CCOc1ccc2nc(/N=C/c3c(O)n(-c4ccc(Cl)cc4)c(=O)[nH]c3=O)sc2c1` gave ULK1 inh 5.
Cc1cc(-c2ccncc2)c(F)cc1NC(=O)C1COc2ccccc2O1 (stereo unspecified) was read as ULK1 inh -8 and ASK1 inh 7.
`CN1CCN(C(=O)c2ccc(-c3nc(Nc4ccc(Oc5ccccc5)cc4)c4ncn(-c5ccccc5)c4n3)cc2)CC1` gave ULK1 inh -23 and ASK1 inh 5.
Screening Cc1nc2sccn2c(=O)c1CCN1CCC(=C(c2ccc(F)cc2)c2ccc(F)cc2)CC1 returned ULK1 inh -8.
`CCCn1cc(NC(=O)c2ccc(Br)o2)cn1` gave ULK1 inh 3 and ASK1 inh -13.
Screening CC(C)N(CCNC(=O)c1cccc(Nc2nccc3ccccc23)n1)C(C)C returned ULK1 inh -8 and ASK1 inh -31.
CCCNc1cc(C)nc(Nc2nccc3ccccc23)n1 was read as ULK1 inh 6 and ASK1 inh -16.
For Cc1cc(NCCN(C(C)C)C(C)C)nc(Nc2ncccn2)n1 the results were ULK1 inh -4 and ASK1 inh -17.
`O=C(NC1CC1)c1cnc(Nc2ccc(N3CCOCC3)cc2)s1` gave ULK1 inh 9 and ASK1 inh 3.
For CC(=O)Nc1ccc(Nc2cc(Nc3nccc4ccccc34)ncn2)cc1 the results were ULK1 inh -11 and ASK1 inh -15.
`Cc1cc(NCCOc2ccccc2)nc(-c2ccc(C(N)=O)cc2)n1` gave ULK1 inh -12 and ASK1 inh -5.
`CN1C(=O)Cc2cc(NC(=O)COc3ccccc3)ccc21` gave ULK1 inh -4.
Screening O=c1c2ncccc2n(Cc2c(F)cccc2Cl)c(=O)n1Cc1ccccc1 returned ULK1 inh 7.
Screening c1ccc(CNc2nc(Nc3ccncc3)nc3nc[nH]c23)cc1 returned ULK1 inh 21 and ASK1 inh -9.
Screening COc1cccnc1-c1ncn(-c2ccc(Nc3nccc(-c4cc(F)cc(N5CCOCC5)c4)n3)cc2)n1 returned ULK1 inh -2 and ASK1 inh -7.
Screening O=C(NCCO)c1csc(-c2ccc(N3CCOCC3)nc2)n1 returned ULK1 inh -2 and ASK1 inh 2.
`COc1cc2nc(N3CCOCC3)nc(NCc3ccccc3)c2cc1OC` gave ULK1 inh -4 and ASK1 inh -4.
`COc1cc(NC(=O)c2ccc(-c3c(C)nn(C)c3C)s2)cc(OC)c1OC` gave ULK1 inh -13 and ASK1 inh 14.
COC(=O)C(O)(CC(=O)Nc1cc(OC)c(OC)c(OC)c1)C(F)(F)F (stereo unspecified) was read as ULK1 inh 1.
CC(C)n1c(NCCN2CCOCC2)nc2c(Nc3ccc4c(c3)OCO4)ncnc21 was read as ULK1 inh 6 and ASK1 inh -3.
C=CC(N)CCC(=O)O (stereo unspecified) was read as ULK1 inh 3.
O=C1CCCN1CCCNc1nc(NCc2cccc(C(F)(F)F)c2)c2ncn(-c3ccsc3)c2n1 was read as ULK1 inh -3 and ASK1 inh -11.
`CC(C)N(CCNc1ccnc(Nc2nc3ccccc3n2C)n1)C(C)C` gave ULK1 inh 3 and ASK1 inh 2.
For CCOc1ccc2[nH]c(=O)c(C(c3nnnn3C(C)(C)C)N3CCOCC3)cc2c1 (stereo unspecified) the results were ULK1 inh -5.
`O=C(NCc1cccnc1)c1csc(Nc2nccc3ccccc23)n1` gave ULK1 inh -16 and ASK1 inh -3.
Cc1cnc(N2CCCC2CO)nc1Nc1ccc2c(c1)OCO2 (stereo unspecified) was read as ULK1 inh 24 and ASK1 inh 8.
`CC(=O)Nc1ccc(Nc2cc(C)nc(NC3CCN(Cc4ccccc4)CC3)n2)cc1` gave ULK1 inh 3 and ASK1 inh -1.
Screening CCCNc1cc(N2CCCC2CO)nc(N)n1 (stereo unspecified) returned ULK1 inh 12 and ASK1 inh 0.
Screening OCCNc1ncnc2nc(-c3ccccc3)[nH]c12 returned ULK1 inh 1 and ASK1 inh -11.
Screening c1ccc(-n2cnc3c(NC4CC4)nc(-c4csc5ccccc45)nc32)cc1 returned ULK1 inh -33 and ASK1 inh -4.
For CC(=O)Nc1ccc(NC(=O)c2csc(-c3c(C)noc3C)n2)cc1 the results were ULK1 inh 7 and ASK1 inh 12.
For CC(C)n1c(-c2csc3ccccc23)nc2c(Nc3ccc(Oc4ccccc4)cc3)ncnc21 the results were ULK1 inh -6 and ASK1 inh 11.
For Cc1cc2nccc(N)n2n1 the results were ULK1 inh -8 and ASK1 inh -23.
For C=CCNC(=O)c1ccc(-c2cnn(C)c2)nc1 the results were ULK1 inh 10.

Reprinted at random: 4 compounds from above, in no set order.
For CC(=O)Nc1ccc(NC(=O)c2csc(-c3c(C)noc3C)n2)cc1 the results were ULK1 inh 7 and ASK1 inh 12.
CC(C)n1c(NCCN2CCOCC2)nc2c(Nc3ccc4c(c3)OCO4)ncnc21 was read as ULK1 inh 6 and ASK1 inh -3.
Screening OCCNc1ncnc2nc(-c3ccccc3)[nH]c12 returned ULK1 inh 1 and ASK1 inh -11.
`CC(=O)Nc1ccc(Nc2cc(C)nc(NC3CCN(Cc4ccccc4)CC3)n2)cc1` gave ULK1 inh 3 and ASK1 inh -1.

Further records.
`NC(CSSCC(N)C(=O)O)C(=O)O` (stereo unspecified) gave ULK1 inh 5.
Screening CC[N+](CC)(CC)CCOc1ccc(/C=C/c2ccccc2)cc1 returned ULK1 inh 0.
COc1ccc(C(O)C(=O)N2CCC[C@@H]2C(=O)Nc2ccc3[nH]ncc3c2)cc1 (stereo partly specified) was read as ULK1 inh -3&9 and ASK1 inh 0&9.
O=C(NCc1cccc(C(F)(F)F)c1)c1cc(N2CCCC2CO)nc2ccccc12 (stereo unspecified) was read as ULK1 inh 0 and ASK1 inh -4.
For CC/C(=C(/CC)c1ccc(OP(=O)(O)O)cc1)c1ccc(OP(=O)(O)O)cc1 the results were ULK1 inh -13.
For c1ccc(Nc2nc(Nc3ncccn3)nc3c2ncn3C2CCCCC2)cc1 the results were ULK1 inh 3 and ASK1 inh -7.
O=C1CCCN1CCCNc1nc(N2CCC(N3CCOCC3)CC2)nc2c1ncn2C1CCCCC1 was read as ULK1 inh 9 and ASK1 inh 12.
COc1cccc(C(=O)N2CCN(C(=O)c3cccc(OC)c3)CC2)c1 was read as ULK1 inh -5.
Screening O=C(NCCc1ccc(O)cc1)C1CCN(c2ccc(Nc3ccc(C(F)(F)F)cc3)nn2)CC1 returned ULK1 inh 2 and ASK1 inh -2.
`CC(=O)OCC(=O)[C@@]1(O)CC[C@H]2[C@@H]3CCC4=CC(=O)C=C[C@]4(C)[C@H]3[C@@H](O)C[C@@]21C` gave ULK1 inh 6.

In the list so far, these contain a furan ring, fused or not.
Screening C=CCN1CCN(c2c(NC(=O)c3ccc(Br)o3)cccc2Nc2ccccc2)CC1 returned ULK1 inh 1 and ASK1 inh 15.
`CCCn1cc(NC(=O)c2ccc(Br)o2)cn1` gave ULK1 inh 3 and ASK1 inh -13.
